tim23-1 inh = tim23-1 yeast growth inhibition. S. cerevisiae tim23-1 growth, BacTiter-Glo luminescence, 24 h. inhibition, % at 20 µM. hit rate 1.3% among 330,000;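 active means growth inhibition of the mutant yeast at or above 50%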;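 further: temperature-sensitive mutant grown at 25 °C; plate controls were DMSO-treated mutant yeast for no effect and medium wells lacking yeast for full effect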
Mdm2 MdmX PPI = human Mdm2/MdmX binding inhibition. SaOS-2 split-luciferase Mdm2/MdmX complementation, luminescence. O15151+Q00987. inhibition, % at 8 µM. hit rate 3% among 330,000;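 active means inhibition of at least 50% at 8 µM in the primary screen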
Target sequence (O15151 whole entry, looked up): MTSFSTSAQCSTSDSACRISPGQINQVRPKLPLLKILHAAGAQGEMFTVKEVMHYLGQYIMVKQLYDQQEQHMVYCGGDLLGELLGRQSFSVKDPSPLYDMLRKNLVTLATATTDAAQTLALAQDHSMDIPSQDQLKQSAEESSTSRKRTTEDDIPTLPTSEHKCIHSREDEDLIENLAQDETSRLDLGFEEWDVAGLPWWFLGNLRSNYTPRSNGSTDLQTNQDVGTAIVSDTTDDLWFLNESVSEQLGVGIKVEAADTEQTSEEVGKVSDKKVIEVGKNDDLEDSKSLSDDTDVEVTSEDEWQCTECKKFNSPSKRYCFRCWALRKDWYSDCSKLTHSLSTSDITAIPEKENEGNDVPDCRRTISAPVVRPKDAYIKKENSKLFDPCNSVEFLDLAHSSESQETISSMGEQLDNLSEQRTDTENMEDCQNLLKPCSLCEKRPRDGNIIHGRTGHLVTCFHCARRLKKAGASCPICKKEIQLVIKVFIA
Target sequence (Q00987 whole entry, looked up): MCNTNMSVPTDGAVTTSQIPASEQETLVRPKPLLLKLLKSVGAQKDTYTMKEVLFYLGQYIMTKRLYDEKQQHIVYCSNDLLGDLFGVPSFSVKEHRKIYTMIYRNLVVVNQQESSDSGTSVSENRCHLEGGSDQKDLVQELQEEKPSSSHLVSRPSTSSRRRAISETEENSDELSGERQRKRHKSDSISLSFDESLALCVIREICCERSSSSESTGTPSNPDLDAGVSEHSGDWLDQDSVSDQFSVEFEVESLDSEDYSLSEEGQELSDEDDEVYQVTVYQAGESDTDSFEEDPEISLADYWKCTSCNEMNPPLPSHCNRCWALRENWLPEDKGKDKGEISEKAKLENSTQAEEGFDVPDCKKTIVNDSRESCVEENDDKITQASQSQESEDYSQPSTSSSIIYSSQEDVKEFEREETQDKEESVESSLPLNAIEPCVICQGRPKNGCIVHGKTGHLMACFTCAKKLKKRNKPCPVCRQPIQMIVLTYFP
Jurkat NFkB inh = inhibitors of the PMA/ionomycin-induced NF-kB reporter in Jurkat cells; PMA/ionomycin-induced NF-kB luciferase reporter, luminescence; inhibition, % at 4 µM; hit rate 0.53% among 330,000; AID 435003; in the data active means inhibition above about 50%
UPR XBP1 act = activators of adaptive arm of unfolded protein response (XBP1); activation, % at 20 µM; CHO-XBP1 luciferase reporter, IRE1-XBP1 UPR activation, luminescence; percent of tunicamycin response, DMSO as zero; AID 463104; hit rate 0.33% among 330,000;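 active means versus positive control, 20 µM dose yields 30% or more activation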;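 further: 100% = tunicamycin at 10 µg/mL and 0% = DMSO only wells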
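Assay system: CHO-XBP1 luciferase reporter cells; Schedule: 6 h treatment, 37 °C; Detection: glow luminescence from Steady-Glo reagent; Benchmarks: high control tunicamycin 10 µg/mL final, low control DMSO vehicle only.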
697 NFkB inh = lowers PMA/ionomycin-induced NF-kB signal in 697 B cells; 697 B-cell NF-kB luciferase reporter, 16 h; inhibition, % at 4 µM; hit rate 0.33% among 330,000; AID 435022; in the data active means inhibition above about 35%
CHOP UPR activ = activators of apoptotic arm of unfolded protein response (CHOP); CHO-CHOP luciferase reporter, UPR activation, luminescence; percent of tunicamycin response over DMSO baseline; activation, % at 10 µM; hit rate 0.34% among 330,000; AID 449763;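 active means at 10 µM dose, activation of 40% or more, normalized to positive control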;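 further: 100% = tunicamycin at 10 µg/mL and 0% = DMSO alone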
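assay system = CHO CHOP reporter cells | amount = 500 CHO-CHOP cells per well | buffer or medium = F12 with 10% FBS | incubation = 16-18 h cell attachment, then 6 h compound exposure, 37 °C | detection = luminescence read with Steady-Glo | read-out = percent activation relative to tunicamycin control | controls = tunicamycin high control, DMSO low control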
TIM10 inh = inhibits growth of TIM10 yeast strain; S. cerevisiae TIM10 strain growth, BacTiter-Glo luminescence, 24 h; inhibition, % at 10 µM; hit rate 1.4% among 330,000;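 active means inhibition of 40% or more at the single tested concentration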;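 further: wild-type TIM10 isogenic control strain grown at permissive 25 °C; 0% = DMSO yeast wells and 100% = minimal medium wells without yeast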
tim10-1 inh = growth inhibitors of tim10-1 mutant yeast; S. cerevisiae tim10-1 ts strain growth, BacTiter-Glo, 24 h; inhibition, % at 20 µM; hit rate 2.2% among 330,000;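 active means inhibition of at least 40%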;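 further: mutant grown at 25 °C; 0% = DMSO wells with yeast and 100% = wells holding no yeast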
* hit, by the source's call. This is a random part of the collection. Share with any hit: about 6.6%.

SMILES	tim23-1 inh	Mdm2 MdmX PPI	Jurkat NFkB inh	UPR XBP1 act	697 NFkB inh	CHOP UPR activ	TIM10 inh	tim10-1 inh
NC(=O)[C@@H]1CCCCNc2c(F)cc([N+](=O)[O-])cc2C(=O)N[C@@H](CC(=O)O)C(=O)N[C@@H](CCC(=O)O)C(=O)N1	8	14	1	-2	-2	3.2	10	2
CCOC(=O)N1CCN(C(=O)CSc2ccc(-c3cccnc3)nn2)CC1	4	19	6	2	18	1.6	9	8
COc1ccc(C2=NCCc3cc(OC)c(OC)cc32)cc1	4	20	-5	-2	-41	0.3	5	4
Cc1ccc(NC(=O)Cc2ccc(Cl)cc2)nc1	14	20	3	1	-15	4.2	5	0
Cc1cccc(Cn2c(C)c(C)c3cc(C(=O)NCCN4CCOCC4)ccc32)c1	18	17	-15	-3	-55	-1.9	18	24
COc1ccc(C(=O)NC(=S)Nc2ccc3c(c2)Cc2ccccc2-3)cc1	1	19	18	-1	-25	-3.8	-2	8
CCCOc1cc(CN2CCCCC2)cc(C(C)=O)c1	-4	23	2	0	11	-2.4	-24	2
Cc1ccc(-c2ccc(=O)n(CC(=O)NCCN(C)C)n2)cc1	8	13	3	0	7	0.5	13	15
CCc1ccc(/C(C)=N\Nc2ccc([N+](=O)[O-])cc2)cc1	17	-19	-45	2	-32	0.2	5	28
COc1ccc(NC(=O)COC(=O)Cc2c[nH]c3ccccc23)cc1Cl	5	-17	1	-2	4	1.9	0	-10
CCO[C@H]1OC(C(=O)N2CCCCCCC2)=C[C@@H](C2CCCCC2)[C@@H]1CCCO	9	-19	1	-1	-21	-1.0	-2	18
CC(=O)NCc1ccc(S(=O)(=O)N2CCN(c3ccccn3)CC2)cc1	9	-2	5	-2	-2	0.2	-9	14
FC(F)(F)c1nc(Oc2ccccc2)c2ccccc2n1	10	3	-16	4	10	-0.8	8	28
N#CCSc1nc(-c2ccccc2)nc2ccc(F)cc12	12	7	-10	0	13	-0.2	-1	9
O=C(COC(=O)C1CC2CCCC(C1)C2=O)NC(=O)c1ccc(OC(F)F)cc1 (centres undefined)	3	13	-9	-4	-4	2.9	8	-4
Cc1occc1C(=O)NCCCCc1ccccc1	0	12	-1	1	4	3.3	14	24
CCCCOc1ccc(C(=O)OCC(=O)c2c(N)n(C)c(=O)n(C)c2=O)cc1	31	-4	-10	0	-5	-0.6	17	27
Cc1ccc(OCCSc2ncnc3nc[nH]c23)cc1	18	-6	-54	-4	-146	1.2	-2	14
Cc1onc(-c2ccccc2Cl)c1C(=O)Nc1nnc(C(C)C)s1	-1	-2	-13	-3	-10	0.2	-5	-5
Cc1ccc2c(c1)C(O)(CC(=O)c1ccc3c(c1)OCO3)C(=O)N2 (centres undefined)	13	-27	-6	-1	-16	1.1	-18	14
COc1ccc(C)cc1S(=O)(=O)N1CCC(C(=O)N2CCOCC2)CC1	2	-3	-5	-1	-6	0.0	-13	8
COc1ccc2oc(-c3ccccc3)c(C(=O)N3CCOCC3)c2c1	40	-8	-13	1	9	-2.2	4	29
CC1=CS/C(=C(/C#N)C(=O)N2CCOCC2)N1c1ccccc1	6	-10	-14	1	16	-0.3	-19	0
CCOC(=O)Cc1csc(NC(=O)CSC2=NCCS2)n1	-2	31	0	-1	-42	-1.2	6	-7
O=C(CSC1=NS(=O)(=O)c2cc(Cl)ccc2N1)Nc1ccccc1C(F)(F)F	-2	-19	1	-1	14	-2.5	13	10
Cc1cccc(-c2noc(CNC(=O)c3ccoc3C)n2)c1	24	9	16	-2	7	2.8	10	9
O=C(CN(CC1CCCO1)C(=O)CCC(=O)Nc1nccs1)NCC1CCCO1 (centres undefined)	-3	-16	4	-2	-24	-0.7	-1	13
Cc1ccc(CN(C(=O)COc2cccc(C)c2C)C2CCS(=O)(=O)C2)o1 (centres undefined)	5	19	-12	-1	-5	1.4	13	3
Cc1ccc(Cn2c(SCC(=O)N/N=C/c3ccc(C)o3)nc3ccccc32)cc1	15	11	-10	-3	-26	-2.7	26	23
O=C(Nc1ccccn1)c1cccnc1	8	14	-8	-2	14	-1.7	-11	14
CCCCCOC(=O)c1ccc(NC(=O)c2cccc(NC(=O)c3ccccc3C(=O)O)c2)cc1	25	30	-14	-2	6	2.6	12	11
CC(=O)Nc1ccc(S(=O)(=O)Nc2nc3ccc([N+](=O)[O-])cc3s2)cc1	-10	-14	-5	-3	21	2.5	18	9
COc1ccc(S(=O)(=O)N2CCCCC2)cc1NC(=O)C1CC(=O)N(c2ccc3c(c2)OCCO3)C1 (centres undefined)	4	11	6	1	-11	2.8	7	9
COc1ccc(CCNC(=O)CSCC(=O)Nc2cc(S(C)(=O)=O)ccc2Cl)cc1	5	14	7	0	-13	0.0	4	7
CCN1CCN(Cc2ccc(NC(=O)c3cc(NC(=O)c4cc(C)on4)cc(OC)c3)cc2C(F)(F)F)CC1	-8	91*	25	2	8	4.0	2	-4
Cn1nnc2cc(C(=O)NC3CC3)ccc21	14	-17	-11	-3	-2	-0.2	-2	-15

5 records drawn at random from those above, as already listed:
SMILES	tim23-1 inh	Mdm2 MdmX PPI	Jurkat NFkB inh	UPR XBP1 act	697 NFkB inh	CHOP UPR activ	TIM10 inh	tim10-1 inh
CCCOc1cc(CN2CCCCC2)cc(C(C)=O)c1	-4	23	2	0	11	-2.4	-24	2
CCc1ccc(/C(C)=N\Nc2ccc([N+](=O)[O-])cc2)cc1	17	-19	-45	2	-32	0.2	5	28
COc1ccc(S(=O)(=O)N2CCCCC2)cc1NC(=O)C1CC(=O)N(c2ccc3c(c2)OCCO3)C1 (centres undefined)	4	11	6	1	-11	2.8	7	9
Cc1ccc(CN(C(=O)COc2cccc(C)c2C)C2CCS(=O)(=O)C2)o1 (centres undefined)	5	19	-12	-1	-5	1.4	13	3
Cn1nnc2cc(C(=O)NC3CC3)ccc21	14	-17	-11	-3	-2	-0.2	-2	-15

Continued:
SMILES	tim23-1 inh	Mdm2 MdmX PPI	Jurkat NFkB inh	UPR XBP1 act	697 NFkB inh	CHOP UPR activ	TIM10 inh	tim10-1 inh
CCc1ccc(NC(=S)Nn2cnnc2)cc1	5	14	-5	0	8	-0.4	-7	12
O=C(NC(=O)c1ccccc1)Nc1ccc(-c2cnco2)cc1	1	-21	-52	5	-44	4.4	8	10
COc1cccc(OCc2cc(C(=O)NC(C)c3cnn(C)c3C)no2)c1 (centres undefined)	-3	-53	-24	0	-33	5.0	3	10
COc1ccc(NC(=S)NNC(=O)CCn2cc([N+](=O)[O-])cn2)cc1	3	-12	2	-2	-1	-0.5	-3	-4
CCc1ccc(OCCn2ccnc2)cc1	6	33	-1	-2	1	1.6	-9	6
Cc1ccc(N(CC(=O)N/N=C/c2ccc(OC3CSC3)cc2)S(=O)(=O)c2ccccc2)c(C)c1	21	-17	-11	-1	-29	1.0	12	20
COc1ccc(-c2nc(CSCC(=O)NCc3ccc4c(c3)OCO4)c(C)o2)cc1	28	-1	8	2	15	-4.0	-3	27
COc1ccc(NC2CCCN(C(=O)c3cccnc3)C2)cc1 (centres undefined)	-10	5	1	-3	-7	-0.4	-1	-16
Cc1nnc(SCCCN2C(=O)c3ccccc3C2=O)o1	12	-6	-3	6	-15	-2.8	12	-8
COc1cc(C2CC(=O)N3CN(c4ccccc4C)CSC3=C2C#N)cc(OC)c1OC (centres undefined)	10	-17	6	1	13	-0.4	18	24
Cc1csc(Sc2ccc(S(=O)(=O)N3CCCC3)cn2)n1	19	-9	-10	0	2	0.4	2	22
CC1CCc2c(sc(NC(=O)CSc3nc4c(c(C(F)(F)F)n3)CCc3ccccc3-4)c2C(N)=O)C1 (centres undefined)	2	13	3	0	8	-2.6	-8	14

A few values from the list:
`O=C(NC(=O)c1ccccc1)Nc1ccc(-c2cnco2)cc1` in Jurkat NFkB inh shows -52
`COc1cccc(OCc2cc(C(=O)NC(C)c3cnn(C)c3C)no2)c1` (centres undefined) in TIM10 inh shows 3

Other structures:
SMILES	tim23-1 inh	Mdm2 MdmX PPI	Jurkat NFkB inh	UPR XBP1 act	697 NFkB inh	CHOP UPR activ	TIM10 inh	tim10-1 inh
COCCCNC(=O)Cn1cnc2c(OCc3ccccc3)ncnc21	-11	20	5	-3	-2	2.7	-2	-13
COc1ccc(/C=C(/NC(=O)c2cccs2)C(=O)Nc2ccc(C)cc2)cc1OC	-2	8	-18	-3	16	-0.4	12	17
CC1CN(Cc2ccccc2)C(C)CC1O (centres undefined)	-4	13	-2	0	14	1.0	-13	-1
CC(=O)Nc1c([N+](=O)[O-])cc(C)c(Cl)c1[N+](=O)[O-]	-2	-25	10	0	0	-3.1	0	10
CCOc1ccc(NC(=S)N(CCCN2CCCC2)Cc2cccn2Cc2ccc(Cl)cc2)cc1	-134	65*	-6	-2	2	1.0	-174	-47
COc1ccc(CNC(C)CCc2ccccc2)cc1 (centres undefined)	8	-37	0	-5	-14	1.3	-12	-13
Cc1ccc(C)c(Cn2c(CO)nc3ccccc32)c1	1	10	9	-2	0	-1.6	-4	4
CCc1ccccc1NC(=O)N1CCc2ccccc2C1	11	8	-2	0	7	0.3	-2	10
CCCSCCCNC(=O)Cn1cc2c(n1)CCCCC2	16	13	-5	2	7	-1.8	8	25
C/C(Cc1ccccc1)=N\NC(=O)CNC(=O)/C=C\c1ccccc1	10	10	-16	-2	-12	-2.0	-10	-18
Cc1ccc(NC(=O)[C@H](C)NC(=O)C2CCN(C(=O)[C@H](CC(C)C)NC(=O)OC(C)(C)C)CC2)cc1	14	3	9	4	1	-0.1	1	28
CC(C)(C)c1ccc(C(=O)NCC(=O)N2CCCCCC2)cc1	28	4	-5	4	6	4.0	18	6
O=C(COC(=O)c1cccc(F)c1)NC(=O)NCc1ccccc1	-1	2	-95	0	0	1.4	12	-8
NC(=O)C1CCCN(Cc2ccc(Cl)cc2)C1 (centres undefined)	1	-33	-8	2	4	-1.6	-4	15
C=CCn1c(CCNC(=O)c2cccs2)nnc1SCC(=O)Nc1cccc(F)c1	20	12	13	-2	21	-2.3	-2	4
C/C(=N/N=C(/N)SCc1ccccc1)C(C)(C)C	2	6	-5	2	-6	0.7	-5	7
O=C(Nc1c[nH]c(=O)[nH]c1=O)c1ccccc1Br	5	3	-9	0	6	0.1	-5	1
O=c1[nH]c(-c2ccc(Cl)cc2)nc(=S)[nH]1	2	5	20	2	-8	0.0	8	-3
CCC(C)n1[nH]c(=O)c2c(C)cc(C)nc21 (centres undefined)	6	0	-2	-1	-6	-0.5	-2	6
Cc1c(-c2ccccc2)nc(N)c(C#N)c1-c1cccs1	4	19	-13	1	-3	0.5	-13	22
C[C@@]12C(=O)Nc3cc(Cl)ccc3C(=O)N1[C@H]1c3ccccc3OC[C@@H]1[C@@H]2c1ccccc1	34	22	25	1	11	-1.0	7	23
COC(=O)C1CCN(S(=O)(=O)CCNC(=O)c2cccc(OC)c2)CC1	12	3	-5	4	11	0.9	4	7
CCCCN(CCCC)C(=S)N/N=C/c1c(C)[nH]n(-c2ccccc2)c1=O	10	84*	-9	3	-5	-3.8	26	19
CCOC(=O)C1(Cc2cccc(F)c2)CCN(C(=O)c2cscn2)CC1	6	-29	8	7	2	1.5	1	21
Clc1ccccc1OCCCn1ccnc1	6	16	-3	-3	-11	1.6	-11	8
O=C1NC2=C(C(=O)CCC2)C(c2ccccc2Cl)N1 (centres undefined)	3	18	1	0	8	2.3	2	4
CC1CCCN(C(=O)NC(=O)c2ccc(Cl)cc2)C1 (centres undefined)	-12	-8	-17	-2	-17	1.2	-15	-11
COc1cc(OC)cc(C(=O)NCC(=O)OCC(=O)NC(C)CCc2ccccc2)c1 (centres undefined)	5	14	-2	-1	-6	0.9	3	3
CC(=O)Nc1ccc(S(=O)(=O)NCC(CCC(=O)O)C(F)(F)F)cc1 (centres undefined)	4	-3	-4	0	13	-1.7	-1	-6
